# Screening results from PubChem BioAssay.
# VP16 counter – VP16 counterscreen qHTS for inhibitors of ROR gamma transcriptional activity | Drosophila S2 Gal4-VP16 UAS-luciferase, luminescence, 20 h | hit rate 3.5% among 310,000 | Potency, µM (series often up to 53.6 µM), inactives show top-dose activity, negative = inhibition, actives largely listed as inhibitors;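 also: Gal4-VP16 expression switched on by copper sulfate through the metallothionein promoter; % is scaled to controls: 0 for no effect and ±100 for the full control effect; nearly all actives have a fitted effect of over 50% in size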
# Rab9 prom act – qHTS Assay for Rab9 Promoter Activators; hit rate 2.8% among 320,000; Potency, µM (doses to about 9.22 µM), for inactives: at the top dose activation, negative = inhibition, hits mostly activators; AID 485297, 2010; Huh7 Rab9 promoter-luciferase reporter, luminescence, 24 h; also: % of control where 0% means no effect; nearly all actives have a fitted effect of over 60% in size
#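 Huh7 reporter line, Rab9 promoter upstream of luciferase. Compound exposure 24 h at 37 °C in reduced-serum medium with 10% FBS. Read-out: luminescence.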
# MBNL1 CUG block – qHTS Assay for Inhibitors of MBNL1-poly(CUG) RNA binding; hit rate 0.036% among 280,000; Potency, µM (series often up to 57.5 µM), inactives show at the top dose activity change, negative = inhibition, most hits filed as inhibitors; TR-FRET MBNL1-His/biotin-(CUG)12 binding, 665/545 ratio; AID 2675, 2010; Muscleblind-like protein 1 (Homo sapiens), Q9NR56; active = well fitted inhibition curve with a large enough effect in the signal ratio, with a control signal flat, not every such curve was filed as active; inconclusive = small, poorly fitted or top-dose-only effect, or effect the other way, or a change in a side signal; inactive = no such curve, though single readings can be large or run the other way; the % refers to the signal ratio; also: % is scaled to controls: 0 for no effect and ±100 for the full control effect
#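 Compounds (final 92 nM to 58 uM) are added to His-tagged MBNL1 and biotin-(CUG)12, then terbium anti-His antibody and streptavidin-XL665 (5 nM final). After 60 min at room temperature, the 665/545 nm ratio is read.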
# uPA surface inh – qHTS for Inhibitors of Cell Surface uPA Generation | cell surface uPA generation assay, qHTS | Potency, µM (titrated, usually from 38.3 µM), for the others: top-dose activity change, negative = inhibition, hits mostly inhibitors | AID 540303, 2011 | hit rate 0.31% among 330,000; active = well fitted inhibition curve with a large enough effect; inconclusive = small, poorly fitted or top-dose-only effect; inactive = no such curve, though single readings can be large or run the other way; tested in mouse RAW 264.7 cells; also: % is scaled to controls: 0 for no effect and ±100 for the full control effect; nearly all actives have a fitted effect of over 55% in size
# NPC1 prom act – qHTS Assay for NPC1 Promoter Activators; Huh7 NPC1 promoter luciferase reporter, 24 h; Potency, µM (doses to about 9.22 µM), for the others: at the highest dose activation, usual class: activators; hit rate 2.4% among 320,000; AID 485313, 2010;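 also: % of control where 0% means no effect; nearly all actives have a fitted effect of over 60% in size; reporter is driven by a mutant NPC1 promoter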
#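 Compounds in DMSO were transferred onto Huh7 NPC1-luciferase reporter cells pre-incubated 2 h; after 24 h at 37 °C, Amplite reagent was dispensed and luminescence recorded 10 min later.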
# BRCA1 expr act – qHTS Assay to Identify Small Molecule Activators of BRCA1 Expression; MCF7-BRCA1-FFLuc reporter, luminescence, 48 h; response scale: scaled: vehicle 0%, 10 µM genistein 100%; Potency, µM (top dose mostly 46.1 µM), for the others: top-dose activation, usual class: activators; hit rate 1.1% among 380,000; AID 624202, 2012; also: nearly all actives have a fitted effect of over 80% in size; some results filed as inactive show a strong effect at the top dose
#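 Activators of BRCA1 expression were detected as increased firefly luciferase luminescence in engineered MCF7 cells after 48 h compound incubation. Signals were scaled to genistein 10 microM as full activation.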
# FLuc modulator – qHTS profiling assay for firefly luciferase inhibitor/activator using purifed enzyme and Km concentrations of substrates (counterscreen for miR-21 project); hit rate 6.9% among 360,000; AID 588342, 2011; purified FLuc, Km substrates, luminescence inhibition; Potency, µM (doses to about 57.5 µM), for inactives: top-dose activity change, negative = inhibition, usual class: inhibitors; Luciferin 4-monooxygenase (Photinus pyralis), P08659;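 also: plate controls were vehicle for no effect and reference inhibitor for full effect; nearly all actives have a fitted effect of over 55% in size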
# Target sequence (P08659 whole entry, looked up): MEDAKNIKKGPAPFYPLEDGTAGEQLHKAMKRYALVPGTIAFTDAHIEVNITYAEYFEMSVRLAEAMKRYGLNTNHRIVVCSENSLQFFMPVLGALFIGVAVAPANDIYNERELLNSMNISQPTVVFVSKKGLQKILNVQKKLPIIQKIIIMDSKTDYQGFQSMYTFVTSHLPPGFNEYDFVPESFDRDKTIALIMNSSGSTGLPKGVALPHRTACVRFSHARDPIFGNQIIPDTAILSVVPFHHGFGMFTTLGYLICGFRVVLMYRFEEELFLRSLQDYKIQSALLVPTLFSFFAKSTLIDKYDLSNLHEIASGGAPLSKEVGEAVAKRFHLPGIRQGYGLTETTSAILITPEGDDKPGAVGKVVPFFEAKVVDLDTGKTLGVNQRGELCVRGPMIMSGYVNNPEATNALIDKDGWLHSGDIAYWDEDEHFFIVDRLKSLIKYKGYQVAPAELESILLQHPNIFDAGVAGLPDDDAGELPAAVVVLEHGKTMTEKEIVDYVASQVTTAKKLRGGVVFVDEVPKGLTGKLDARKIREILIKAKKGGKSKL
#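 Purified P. pyralis luciferase, 10 nM final, with Km-level 10 uM D-luciferin and 10 uM ATP in 50 mM Tris acetate pH 7.5, 10 mM Mg acetate, 0.01% Tween-20, 0.05% BSA; 6-point qHTS titration about 60 µM downward; luminescence read.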
# RORgamma inh – qHTS for inhibitors of ROR gamma transcriptional activity; Drosophila S2 Gal4-RORgamma UAS-luciferase reporter, 20 h; AID 2551, 2010; hit rate 5.4% among 310,000; Potency, µM (highest dose often 53.6 µM), without a hit: at the top dose activity change, negative = inhibition, most hits filed as inhibitors; also: % is scaled to controls: 0 for no effect and ±100 for the full control effect; nearly all actives have a fitted effect of over 60% in size
# Target sequence (P51450 whole entry, looked up, the tested form may be a part): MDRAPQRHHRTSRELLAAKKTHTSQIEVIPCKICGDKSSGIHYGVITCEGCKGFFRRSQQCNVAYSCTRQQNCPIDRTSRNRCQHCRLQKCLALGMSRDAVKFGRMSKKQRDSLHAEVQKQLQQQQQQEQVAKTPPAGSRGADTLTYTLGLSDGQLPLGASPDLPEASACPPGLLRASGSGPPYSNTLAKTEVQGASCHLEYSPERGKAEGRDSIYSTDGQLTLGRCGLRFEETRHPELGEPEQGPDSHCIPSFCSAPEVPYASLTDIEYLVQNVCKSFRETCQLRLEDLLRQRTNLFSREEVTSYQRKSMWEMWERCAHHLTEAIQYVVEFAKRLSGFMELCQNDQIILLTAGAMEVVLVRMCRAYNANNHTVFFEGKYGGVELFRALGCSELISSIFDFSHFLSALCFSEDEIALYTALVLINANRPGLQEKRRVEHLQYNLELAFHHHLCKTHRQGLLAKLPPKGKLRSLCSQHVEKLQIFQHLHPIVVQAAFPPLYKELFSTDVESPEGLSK
#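 Luminescence from a UAS-regulated Photinus luciferase reporter in stably transfected Drosophila Schneider cells is measured; decreased signal marks ROR gamma inhibition. Fusion expression is induced by 700 uM copper sulfate for 20 hr.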
# p53 reactivation – qHTS assay for re-activators of p53 using a Luc reporter; H1299 p53-A138V BP100-luciferase reporter, luminescence, 24 h; Potency, µM (titrated, usually from 92.2 µM), without a hit: top-dose activity change, positive = activation, hits mostly activators; hit rate 0.063% among 320,000; AID 504706, 2011; also: % of control where 0% means no effect; nearly all actives have a fitted effect of over 45% in size
#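 p53-null H1299 cells stably carrying temperature-sensitive p53-A138V and a BP100-luciferase reporter were pinned with compounds (4-point, 1:5 series) and held 24 hrs at 37 deg C. Luminescence was read 10 min after detection reagent.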
# ELG1 genotox – qHTS screen for small molecules that induce genotoxicity in human embryonic kidney (HEK293T) cells expressing luciferase-tagged ELG1; HEK293T ELG1-luciferase reporter, luminescence, 16 h; Potency, µM (highest dose often 46 µM), without a hit: top-dose activity change, positive = activation, most hits filed as activators; hit rate 1.3% among 330,000; AID 504466, 2011; also: % of control where 0% means no effect; nearly all actives have a fitted effect of over 60% in size
#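 DMSO vehicle served as control against compound-treated ELG1-luciferase HEK293T cells; exposure lasted 16 hr at 37 °C and 5% CO2, followed by ONE-Glo luminescence detection after 30 min.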
# * = called active by the depositor; u = inconclusive; x = not tested or not shown; [ ] = dose if it differs, or a comment. Unless noted, calls follow the shape of the dose curve; as a rule, active = well fitted curve in the direction sought with a large enough effect; inconclusive = small, poorly fitted or top-dose-only effect, or another doubt; inactive = no such curve, though single readings can be large; an effect the other way counts as inactive or inconclusive. Potency is read from the fitted curve at half-maximal effect. Random draw from the library; 13% or so of the library scored in one or more.
SMILES,VP16 counter,Rab9 prom act,MBNL1 CUG block,uPA surface inh,NPC1 prom act,BRCA1 expr act,FLuc modulator,RORgamma inh,p53 reactivation,ELG1 genotox
NC(=O)CCN(Cc1ccccc1)S(=O)(=O)c1ccccc1,6%,-2%,-15%,0%,0%,1%,2%,2%,9%,-2%
COc1ccccc1S(=O)(=O)Cc1ccc(C(=O)NCc2ccc(C)cc2)o1,1%,-4%,-5%,2%,-1%,-7%,1%,-1%,-4%,-7%
CCN(C(=O)/C=C/c1ccc(OC)cc1)C1CCS(=O)(=O)C1 (stereo not drawn),x,1%,x,-1%,0%,0%,-8%,x,-5%,u
Cc1ccc(CN2C(=O)CCC2C(=O)NCc2ccc3c(c2)OCO3)cc1 (stereo not drawn),-10%,0%,-1%,5%,0%,13%,0%,-8%,6%,0%
O=C(N[C@@H](Cc1ccccc1)C(=O)OCc1ccccc1)c1nc[nH]c1C(=O)N1CCNCC1,x,x,x,5%,x,23%,x,x,-2%,5%
COc1ccccc1C(=O)NCCn1cc(SCC(=O)Nc2cc(C)on2)c2ccccc21,-14%,-1%,-11%,x,-3%,3%,u,u,6%,-9%
Cc1ccc(C)c(SCc2nc3sc(C(=O)O)c(C)c3c(=O)[nH]2)c1,0%,0%,-7%,4%,-4%,0%,0%,-5%,4%,2%
CC(C)CNc1ncnc2c1sc1nc(N3CCOCC3)c3c(c12)CC(C)(C)OC3,1%,-10%,5%,4%,-5%,-9%,1%,-13%,12%,2%
CC(Sc1nncs1)C(=O)Nc1ccc(Cl)cn1 (stereo not drawn),1%,1%,x,1%,-5%,-5%,4%,-2%[10 µM],-4%,0%
CCC(C)c1ccccc1NS(=O)(=O)c1cnn(CC)c1 (stereo not drawn),-1%,-2%,-9%,-13%,-1%,-22%,3%,2%,-6%,-4%
CCC(=O)c1ccc(OCC(O)CN2CCCCC2)cc1 (stereo not drawn),u,-4%,-2%,x,0%,-1%,0%,-6%,19%,1%
COc1ccc(-c2nc(CS(=O)CC(=O)NCC3CCCO3)c(C)o2)cc1 (stereo not drawn),-1%,-31%[inhibitor],2%,u,-1%,-1%,-17%,-8%,u,4%
Cc1sc2c(=O)n3c(nc2c1C(=O)NC1CCCCC1)CCCCC3,9%,-5%,49%[activator],0%,-3%,3%,2%,-3%,8%,0%
CCc1cc(=O)oc2c(C)c(OC(C)C(=O)NC3CC(C)(C)NC(C)(C)C3)ccc12 (stereo not drawn),4%,-3%,-1%,-21%,2%,0%,2%,3%,-4%,1%
COC(=O)/C(=C\C(=O)c1ccccc1)Nc1cccc(C(F)(F)F)c1,u,-20%,-6%,3%,u,10µM*,u,u,28µM*,3%
Cc1cc(C)n(-c2nnc(C)c(=O)[nH]2)n1,-10%,0%,8%,2%,-1%,3%,-1%,16µM*,-16%,-1%
Cc1ccc(NC(=O)CN(C)Cc2nc3ccccc3c(=O)[nH]2)c(Br)c1,u,1%,0%,-1%,-6%,-22%,3%,11µM*,-4%,-6%
O=C(CCCOc1ccccc1)Nc1nncs1,-14%,-3%,10%,2%,-2%,3%,2%,10%,6%,2%
O=C(N/N=C/c1cccc(F)c1)NC1CCCCC1,19%,24%,-8%,-2%,15%,u,u,14%,u,17%
CCOC(=O)c1cc(-c2ccccc2)sc1N,0%,u,u,-7%,29%,u,21µM*,7%,u,15%
O=C(COc1ccc(S(=O)(=O)N2CCOCC2)cc1)Nc1ccccc1Cl,-7%,u,-7%,-3%,-4%,0%,15%,-9%,3%,3%
O=C(Nc1cnc2ccccc2c1)N1CCCCC1,u,1.3µM*,7%,-3%,1.3µM*,u,9.5µM*,-43%,17%,u
Cc1sc(NC(=O)c2ccco2)c(C(c2cccnc2)N2CCN(c3ccc(F)cc3)CC2)c1C (stereo not drawn),-1%,-9%,-2%,u,-14%,-61%,0%,-2%,-6%,0.52µM*
O=c1c2[nH]c3ccc(F)cc3c2ncn1CCN1CCOCC1,1%,2%,-10%,-4%,-3%,12%,8%,1%,u,5%
CCOc1ccccc1NC(=O)C1CCN(c2ccc(S(=O)(=O)N3CCCC3)cc2)CC1,1%,-1%,24%,x,-3%,-53%,0%,-8%,12%,-6%

# (further entries)
SMILES,VP16 counter,Rab9 prom act,MBNL1 CUG block,uPA surface inh,NPC1 prom act,BRCA1 expr act,FLuc modulator,RORgamma inh,p53 reactivation,ELG1 genotox
O=C(COc1ccccc1)NC(NC(=S)Nc1ccccc1C(=O)O)C(Cl)(Cl)Cl (stereo not drawn),-3%,-4%,-9%,8%,0%,2%,0%,14%,-1%,0%
Cc1ccc(SC(C)C(=O)Nc2cccc(N(C)S(C)(=O)=O)c2)cc1 (stereo not drawn),-2%,-7%,-9%,x,-1%,0%,3%,-12%,-6%,-8%
CN1CCN(C(=O)c2cc3c(C(F)(F)F)nn(C)c3s2)CC1,-8%[0.365 µM],3%,6%,-4%,-3%,-4%,0%,-22%,2%,1%
CCCCNC(=O)CCC(=O)Nc1ccc2nc(N3CCCCC3)cc(C)c2c1,-17%[10 µM],u,5%,0%,u,80%,15µM*,13%,u,9%
Cc1cc(C)c(NC(=O)CCCOC(=O)C2=COCCO2)c(C)c1,-5%,3%,-8%,-4%,-2%,12%,12%,-24%[10 µM],-10%,-8%
O=C(CCCCn1c(=O)[nH]c2ccsc2c1=O)NCc1ccc2c(c1)OCO2,5%,7%,3%,18%,2%,-3%,0%,10%,-5%,-1%
Cc1csc(=O)n1CC(=O)OCC(=O)NNC(=O)c1ccc(Cl)cc1,x,-2%,x,-9%,-2%,1%,3%,x,11%,1%
O=C(COC(=O)Cc1c[nH]c2ccccc12)NCCc1ccccc1,x,-3%,x,2%,-3%,0%,4%,x,-3%,0%
CCCCCn1c(=O)c(F)cn(Cc2ccc(OC)c([N+](=O)[O-])c2)c1=O,-14%,0%,21%,7%,1%,-17%,-2%,u,-28%,0%
Cc1nc(N2CCNCC2)c2c3c(sc2n1)CCCC3,-5%,-2%,3%,3%,-3%,-5%,5%,-28%,x,-10%
NS(=O)(=O)c1ccc(CNC(=O)c2ccc(Cl)cc2[N+](=O)[O-])cc1,3%,-3%,x,4%,-5%,-6%,0%,-2%,2%,1%
C=CCNc1nnc(SC2CC(=O)N(c3ccc(OC)cc3)C2=O)s1 (stereo not drawn),13µM*,4%,5%,-20%,-2%,-7%,-2%,4.5µM*,-14%,-1%
O=C(NCc1ccccc1Cl)c1cccc(OC2CCN(C(=O)C3CC3)CC2)c1,-17%,-8%,2%,-1%,-7%,-29%,1%,10%,12%,-3%
C=CCN(CC=C)C(=O)Cc1ccc(F)cc1,2%,-4%,0%,-2%,-1%,3%,-2%,-4%,-3%,-1%
CC(=O)c1cccc(NC(=O)CNC(=O)c2cc3ccccc3o2)c1,-12%,-1%,71%[activator],-1%,-4%,-17%,0%,-43%,20%,u
COc1ccc(CC(=O)NNC2=Nc3cccc4cccc2c34)cc1,-19%,0%,-5%,5%,21%,-14%,-1%,8.9µM*,3%,1%
Cc1ccc(NC(=O)C2CCN(C(=O)c3ccc(Cl)cc3)CC2)nc1,x,-9%,x,6%,-2%,-23%,1%,x,-3%,u
Cc1ccccc1-c1noc(C2CCCCC2)n1,4%,9%,10%,2%,-1%,10%,17µM*,4%,16%,13%
COC(=O)CSc1nnc(CNC(=O)c2ccccc2F)n1-c1ccccc1,9%,-2%,-2%,1%,-7%,11%,-2%,-9%,-1%,0%
CCOC(=O)Nc1c(C(=O)OC)[nH]c2cc(OC)ccc12,-16%,-1%,9%,-9%,-20%,-63%,-6%,25%,-8%,5%
C=CCn1c(Cc2nc3ccccc3[nH]2)n[nH]c1=S,x,-1%,u,x,0%,10%,-1%,-9%[0.365 µM],25%,8%
C/C(=N\NC(=O)C1CC1)c1ccccc1O,6.3µM*,0%,-1%,-2%,-4%,8%,u,1µM*,0%,6%
COc1ccccc1N1N=C(C(=O)c2ccccc2)C2C(=O)N(c3ccc(Br)cc3)C(=O)C21 (stereo not drawn),1%,-3%,34%[activator],-1%,-5%,0%,1%,-8%,0%,-1%
COc1cccc(CN(C)C(=O)C(CCSC)NS(=O)(=O)c2ccc3c(c2)OCCO3)c1OC (stereo not drawn),x,1%,x,-3%,11%,-27%,5%,x,-9%,-3%
N/C(=N\OCC(=O)Nc1ccc(F)c(Cl)c1)c1ccccc1,x,x,x,-4%,x,3%,x,x,6%,0%
O=C(CCN1C(=O)C2C3C=CC(C4CC34)C2C1=O)Nc1ccc(Cl)cc1O (stereo not drawn),-6%,7%,1%,u,2%,-6%,-1%,3%,9%,-15%
c1ccc(-c2nc(-c3ccc(-c4ccon4)s3)no2)cc1,3%,1.4µM*,53%[activator],2%,1.1µM*,93%,1.2µM*,28%,7%,u
